# BAP1 block – inhibitors of BAP1 deubiquitinase, primary screen, biochemical, Ub-AMC fluorescence, kinetic; Ubiquitin carboxyl-terminal hydrolase BAP1 (Homo sapiens), Q92560; recombinant BAP1, Ub-AMC hydrolysis fluorescence kinetic; active compounds read low; activity remaining (% of control), % at 20 µM; actives 0.48% (n = 72,000);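 active = activity remaining at or below 50% of control, provided the compound also passes the data quality filters; inactive = the rest, including low values that fail the filters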;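 note: 100% = DMSO wells rate and 0% = substrate alone blank rate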
# HePTP inh – inhibitors of human HePTP phosphatase, primary screen, biochemical, absorbance, leukemia target; Tyrosine-protein phosphatase non-receptor type 7 (Homo sapiens), P35236; recombinant HePTP phosphatase activity, OD absorbance; inhibition, % at 20 µM; actives 0.64% (n = 110,000); AID 521, 2006; in the data active = inhibition above about 50%;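 note: plate controls were vehicle for no effect and reference inhibitor for full effect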
# Target sequence (P35236 whole entry, looked up): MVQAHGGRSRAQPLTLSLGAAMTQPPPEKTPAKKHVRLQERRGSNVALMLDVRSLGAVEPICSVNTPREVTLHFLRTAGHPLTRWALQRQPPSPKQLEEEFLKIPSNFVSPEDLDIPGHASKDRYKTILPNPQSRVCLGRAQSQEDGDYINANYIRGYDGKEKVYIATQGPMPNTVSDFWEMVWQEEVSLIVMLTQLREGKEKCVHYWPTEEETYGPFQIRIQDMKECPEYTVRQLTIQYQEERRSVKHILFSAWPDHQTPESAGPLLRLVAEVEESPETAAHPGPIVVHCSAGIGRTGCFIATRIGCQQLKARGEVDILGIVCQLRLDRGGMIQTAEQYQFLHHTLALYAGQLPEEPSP
# * = called active by the depositor; x = not tested or not shown; & = joins results of further samples. No enrichment for hits, and some 0.83% of all compounds hit somewhere here.
SMILES,BAP1 block,HePTP inh
Cc1ccc(N2CCN(CCc3nc4cc(NS(C)(=O)=O)ccc4n3C)CC2)cc1,96,15
Cn1c(=O)c2c(nc(N3CCCCC3)n2CCCNC2=NCCCC2)n(C)c1=O,99,6
O=C(/C=C/c1cccc(C(F)(F)F)c1)Nc1ccccc1Cl,x,0
NC1=NN(c2ccc(N)cc2)CC1,x,9
COC(=O)c1ccccc1N1C(=O)[C@@H]2C(c3ccc(Br)cc3)=NO[C@@H]2C1=O,123,-3
O=C(/C=C/NNC(=O)c1cccnc1)c1ccc(Cl)cc1,x,2
C=CCN1C(=O)c2ccccc2C1(O)c1ccc(C)cc1 (centres undefined),x,4
CCSc1nnc(NC(=O)C(C)C)s1,101,0
CCN(CC)c1ccc(-c2nn3c(-c4cccnc4)nnc3s2)cc1,121,5
CN(C)c1cccc(N=C2C=C(N3CCOCC3)CC(C)(C)C2)c1,105,-5
CCN(CC)c1ccc(C=Nc2ccc(C)c(F)c2)c(O)c1,x,3
O=C1CC(c2ccc3c(c2)OCO3)CC2=C1C(c1cc3c(cc1Br)OCO3)Nc1ccccc1N2 (centres undefined),x,10
CC1(C)CC(=O)c2c(-c3cccs3)n[nH]c2C1,x,4
CC(C)(C)c1ccccc1NC(=O)C1CC(=O)N(c2ccc(Cl)cc2)C1 (centres undefined),x,-2
COc1cccc(OC)c1C(=O)NNC(=O)c1cccc(C)c1,x,2
COC(=O)C1=C(C)NC(=O)/C1=C\c1ccccc1,x,4
Cc1[nH]n(-c2ccccc2)c(=O)c1C=Nc1ccc(Cl)cc1,x,4
O=C(NCC1CCCO1)C1CCN(c2ccc(S(=O)(=O)N3CCCC3)cc2)CC1 (centres undefined),92,12
CCCNC(=O)c1c(NC(=O)c2ccccc2C)sc2c1CCC2,53,-4
CCn1nc(NC(=O)c2ccncc2)c2cc3ccccc3nc21,89,3
CC1(C)CC(=O)C=C(Nc2ccc(NC3=CC(=O)CC(C)(C)C3)cc2)C1,x,7
O=C(/C=C/c1ccccc1Cl)NCc1cccnc1,x,4
Cc1ccccc1-c1nc2sc3c(c2c(=O)o1)CCCC3,x,-4
Oc1ccccc1Nc1ncnc2c1oc1ccccc12,106,3
COCCCN(C(=O)c1cccnc1SC)c1c(N)n(Cc2ccccc2)c(=O)[nH]c1=O,107,6
CCCCN(CC)CCNC(=O)C1c2cc(OC)c(OC)cc2C(=O)N2CCc3ccccc3C12 (centres undefined),100,2
Cc1cccc(N(CC(N)=O)C2SC(=O)N(c3ccccc3)C2=O)c1 (centres undefined),101,4
COc1ccc2c(c1)c(CC(=O)OCC(=O)O)c(C)n2C(=O)c1ccc(Cl)cc1,130,11
COc1ccc(C(=O)CSc2cc(C)nc3nc(C)nn23)cc1OC,90,5
O=C(C(c1ccccc1)c1ccccc1)N1CCN(Cc2cccnc2)CC1,x,-12
CCOC(=O)N1CCN(C(=O)Nc2ccc3nc(C)c(C)nc3c2)CC1,x,5
COC(=O)c1ccc(CSc2ncnc3c2sc2nc(N4CCOCC4)c4c(c23)CCCC4)o1,x,1
O=C(c1ccc([N+](=O)[O-])cc1)N1CCSC1c1ccccc1Cl (centres undefined),x,0
CCOc1ccc(-c2ncnn2-c2cccc(Cl)c2)cc1,x,-5
CCc1ccc2nc3c(c(C(=O)O)c2c1)CCC3,75,2
Cc1nc2ccccc2n1S(=O)(=O)c1ccc(S(=O)(=O)N2CCCCCC2)cc1,92,4
O=C(/C=C/c1cccc(C(F)(F)F)c1)Nc1ccc([N+](=O)[O-])cc1,x,3
CC(=O)n1c2ccccc2c2ccccc21,107,x
CCOC(=O)c1sc(NC(=O)CSc2nnnn2-c2ccc(C)cc2C)nc1C,116,-8
Cc1sc2nc(NCCO)[nH]c(=O)c2c1C,100,8

# Fetched by structure from the entries so far (5):
SMILES,BAP1 block,HePTP inh
Cc1nc2ccccc2n1S(=O)(=O)c1ccc(S(=O)(=O)N2CCCCCC2)cc1,92,4
Oc1ccccc1Nc1ncnc2c1oc1ccccc12,106,3
O=C(C(c1ccccc1)c1ccccc1)N1CCN(Cc2cccnc2)CC1,x,-12
COC(=O)c1ccc(CSc2ncnc3c2sc2nc(N4CCOCC4)c4c(c23)CCCC4)o1,x,1
CCOc1ccc(-c2ncnn2-c2cccc(Cl)c2)cc1,x,-5

# The listing continues.
SMILES,BAP1 block,HePTP inh
CC1(NC(=O)C23CC4CC(CC(C4)C2)C3)CCS(=O)(=O)C1 (centres undefined),81,-1
Cc1ccc(NC(=O)NC(=O)CN2C(=O)NC3(CCc4ccccc43)C2=O)c(C)c1 (centres undefined),81,-7
Cn1c(C2=C(O)CN(c3ccc4c(c3)OCCO4)C2=N)nc2ccccc21,114,3
COc1ccc(/C=C/C(=O)Nc2ccccc2OC)cc1Br,x,-8
CC(OC(=O)CCCN1C(=O)c2ccccc2C1=O)C(=O)Nc1ncc(Cl)cc1Cl (centres undefined),89,-6
CCC1=NN2C(=N)/C(=C/c3ccc(-c4ccc([N+](=O)[O-])cc4C)o3)C(=O)N=C2S1,x,-14
C/C(O)=C(/C#N)c1nc2ccccc2[nH]1,97,-7
O=C(c1ccc(Cl)cc1[N+](=O)[O-])N1CCN(C(c2ccccc2)c2ccccc2)CC1,x,-4
COc1ccc(-c2nc3cc(NC(=O)c4ccco4)ccc3o2)cc1Cl,x,15
CCC(c1nnnn1Cc1ccco1)N1CCC(C(N)=O)CC1 (centres undefined),100,-5
CCC1CCc2c(sc(NC(=O)C3C4CCC(C4)C3C(=O)O)c2C(=O)OC(C)C)C1 (centres undefined),x,12
COC(=O)C(CC(=O)Nc1cc(C)ccc1C)Nc1ccccc1OC (centres undefined),98,0
CC(C)c1ccc(CNc2cc(N3CCN(C(=O)c4ccc(Cl)cc4)CC3)ccc2[N+](=O)[O-])cc1,x,8
COc1ccc(Cn2nnnc2C(c2ccccc2OC)N2CCC(C(N)=O)CC2)cc1 (centres undefined),110,11
O=C1C(=O)N(CCCBr)c2ccccc21,72,x
O=C(Cc1ccc(-n2cccc2)cc1)NC1CCCCC1,91,-11
O=c1nc2n(c3c1oc1ccccc13)Cc1ccccc1-2,115,-1
O=C(Nc1ccc(O)c(-c2nc3cc(Cl)ccc3o2)c1)c1ccccc1,x,8
COc1ccc(OC)c(/C=N/n2cnnc2)c1,x,-8
O=C(CNC(=O)c1ccccc1)c1ccc(Br)cc1,x,-2

# Already shown: entries from further up.
SMILES,BAP1 block,HePTP inh
C/C(O)=C(/C#N)c1nc2ccccc2[nH]1,97,-7
O=C(c1ccc(Cl)cc1[N+](=O)[O-])N1CCN(C(c2ccccc2)c2ccccc2)CC1,x,-4
COc1ccc(-c2nc3cc(NC(=O)c4ccco4)ccc3o2)cc1Cl,x,15
CCC(c1nnnn1Cc1ccco1)N1CCC(C(N)=O)CC1 (centres undefined),100,-5

# Further records:
SMILES,BAP1 block,HePTP inh
CCNC(=O)CC1S/C(=N\N=C\c2ccco2)NC1=O (centres undefined),x,4
O=C1CCC(C(=O)O)(c2ccccc2)C1 (centres undefined),104,5
CN(C)c1ccc(/C=N/n2cnc3sc4c(c3c2=O)CCCC4)cc1,x,3
CCOc1ccc(-c2n[nH]c(C(F)(F)F)c2-c2ccccc2)c(O)c1C,217,x
O=c1/c(=C\c2cccnc2)sc2nc3ccccc3n12,123,10
c1ccc(-n2ncc(-c3nn[nH]n3)n2)cc1,x,3
COc1ccc(C(=O)Nc2cc(C)cc(C)n2)cc1,x,16
Cc1ccc(-n2c(Cc3cccn3C)nnc2SCC(=O)N2CCN(c3ccccc3)CC2)cc1,84,2
O=C1C=C(NCc2ccc(F)cc2)CC(c2ccccc2)C1 (centres undefined),x,6
Cc1c(-c2ccccc2)c(P(=O)(N2CCOCC2)N2CCOCC2)c2ccccn12,x,11
CCC(=O)c1cc(-c2nc3ccccc3n2C)n(C)c1,76,6
Cc1ccccc1Nc1ncnc2c1cnn2-c1ccccc1,88,6
COc1ccc(NC(=O)C(=O)NCC2CCCO2)cc1Cl (centres undefined),x,8
COCCN1C(=O)C(CC(=O)Nc2ccc(C(C)=O)cc2)SC1=Nc1ccccc1 (centres undefined),96,-8
COc1ccc(C=Cc2ccc([N+](=O)[O-])cc2)c(OC)c1,160,x
CN(C)c1ccc(-c2nc3cc(NC(=O)c4cc5ccccc5o4)ccc3o2)cc1,x,-9
Cc1cc(C)n(-c2nc3c(c(=O)[nH]c(=O)n3C)n2Cc2cccc(Br)c2)n1,124,6
COc1cccc(C(=O)Nc2ncc3c(n2)CC(c2ccc(OC)cc2OC)CC3=O)c1 (centres undefined),63,1
COc1ccc(-c2cc(C(=O)Nc3ccccn3)c3ccccc3n2)cc1,x,14
OCCCNC(Nc1ccc(Cl)cc1)=C(c1ccccc1)c1ccccc1,x,-8
COc1ccc(CCN2C(=O)CC(N3CCOCC3)C2=O)cc1 (centres undefined),110,12
C/C(=N\NS(=O)(=O)c1ccc(C)cc1)C(C)(C)CC(=O)O,x,6
Cc1nn(C)c(C)c1NC(=O)CN1CCC(O)(c2ccc3c(c2)OCO3)CC1,99,3
O=C(NCCCn1ccnc1)Nc1ccc(Cl)cc1,101,11
CCOC(=O)N1CCN(C(=O)CN(c2cccc(C(F)(F)F)c2)S(C)(=O)=O)CC1,x,4
Clc1ccc(-c2ccc(/C=N/Nc3nncc(-c4ccccc4)n3)o2)cc1,x,7
CCOC(=O)C1=C(O)/C(=C\c2ccccc2[N+](=O)[O-])N=C1C,x,12
CC1=C(C(N)=O)C(c2cccnc2)n2nc(SCc3ccccc3Cl)nc2N1 (centres undefined),99,-3
COc1ccccc1N(C(=O)CNS(=O)(=O)c1ccccc1)C(C(=O)NCc1ccco1)C(C)C (centres undefined),90,2
O=C(CSc1nc2ccccc2[nH]1)N/N=C/c1ccccc1[N+](=O)[O-],x,-3
O=C(O)CCCc1nc2ccccc2[nH]1,x,0
Cn1ccnc1SCC(=O)Nc1ccc2ccccc2c1,93,6
COc1cc(C(=O)Nc2cccc(-c3cc4ccccc4oc3=O)c2)cc(OC)c1OC,x,9
Cc1cc(OCCCn2ccnc2)cc(C)c1Cl,96,7&6
COc1ccc(NC(=O)c2ccc3c(c2)C(=O)N(c2ccccc2-c2ccccc2)C3=O)c(OC)c1,x,5
Cc1cc(C(=O)N/N=C\c2cc(Br)ccc2OCc2ccccc2)n[nH]1,x,8

# Part of the list above in another layout.
compound | BAP1 block | HePTP inh
O=C(NCCCn1ccnc1)Nc1ccc(Cl)cc1 | 101 | 11
Clc1ccc(-c2ccc(/C=N/Nc3nncc(-c4ccccc4)n3)o2)cc1 | x | 7

# Single records, as listed above.
# Shown for Cc1cc(C(=O)N/N=C\c2cc(Br)ccc2OCc2ccccc2)n[nH]1 → BAP1 block = x; HePTP inh = 8
# Shown for Clc1ccc(-c2ccc(/C=N/Nc3nncc(-c4ccccc4)n3)o2)cc1 → BAP1 block = x; HePTP inh = 7
# Shown for COc1ccccc1N(C(=O)CNS(=O)(=O)c1ccccc1)C(C(=O)NCc1ccco1)C(C)C (centres undefined) → BAP1 block = 90; HePTP inh = 2
